Source: PubChem
D1 antag: antagonists of human D1 dopamine receptor; HEK293 TREx D1 cells, calcium flux, dopamine EC80; stronger effect = lower value; activity change, negative = inhibition, % at 10 µM; actives 3.2% (n = 360,000); AID 504652; in the data active = activity change below about -30%; note: % is set by controls: 0 for no effect and ±100 for the full control effect
Target sequence (P21728 whole entry, looked up): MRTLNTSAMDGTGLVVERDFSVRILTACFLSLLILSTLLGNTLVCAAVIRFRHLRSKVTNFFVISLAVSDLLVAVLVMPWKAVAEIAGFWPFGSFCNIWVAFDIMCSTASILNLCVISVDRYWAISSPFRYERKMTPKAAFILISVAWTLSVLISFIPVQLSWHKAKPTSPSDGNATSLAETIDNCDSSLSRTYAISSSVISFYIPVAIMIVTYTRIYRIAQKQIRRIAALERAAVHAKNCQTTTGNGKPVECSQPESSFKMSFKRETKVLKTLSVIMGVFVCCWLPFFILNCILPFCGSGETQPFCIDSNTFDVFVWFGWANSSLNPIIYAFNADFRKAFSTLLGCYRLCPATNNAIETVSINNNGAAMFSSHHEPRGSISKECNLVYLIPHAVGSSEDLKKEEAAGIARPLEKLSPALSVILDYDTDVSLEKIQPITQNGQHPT
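Cells carrying a force-coupled, tetracycline-inducible human D1 receptor report calcium flux. Each well gets a 10 s baseline, compound with 180 s monitoring, then an EC80 dopamine stimulus with a second 180 s kinetic read.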
D2 potentiator: positive allosteric modulators of human D2 dopamine receptor | P14416 | HEK293 T-REx D2, calcium flux, EC20 dopamine potentiation | potentiation, % at 10 µM | actives 0.34% (n = 340,000) | AID 485347;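 active = potentiation over 3 SD above the plate norm, cut at about 30% in these data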; note: 0% is about no effect
Target sequence (P14416 whole entry, looked up): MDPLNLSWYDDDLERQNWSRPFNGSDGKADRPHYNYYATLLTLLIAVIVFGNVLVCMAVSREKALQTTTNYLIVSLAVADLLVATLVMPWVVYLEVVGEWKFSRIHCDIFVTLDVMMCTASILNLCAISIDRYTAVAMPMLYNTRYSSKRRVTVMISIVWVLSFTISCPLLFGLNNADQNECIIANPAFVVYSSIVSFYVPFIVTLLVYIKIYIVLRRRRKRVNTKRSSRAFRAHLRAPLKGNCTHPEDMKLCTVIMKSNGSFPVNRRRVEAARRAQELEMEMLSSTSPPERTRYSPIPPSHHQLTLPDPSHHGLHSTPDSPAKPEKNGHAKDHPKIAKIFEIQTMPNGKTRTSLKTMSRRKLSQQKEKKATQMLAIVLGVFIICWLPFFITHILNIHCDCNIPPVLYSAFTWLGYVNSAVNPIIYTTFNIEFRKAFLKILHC
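Primary screen. Calcium kinetics in induced HEK293 T-REx D2 cells: compound pre-addition 180 s, EC20 dopamine, 180 s more.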
TRHR PAM: allosteric enhancers of human TRH receptor | P34981 | TRHR cells, fluo-8 calcium fluorescence, EC20 TRH enhancement | enhancement, % at 2 µM | actives 0.66% (n = 360,000); in the data active = enhancement above about 30%; note: 0% is about no effect
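TRHR-expressing cells loaded with fluo-8 calcium dye were read kinetically (ex 480/em 530) during compound addition, then stimulated with an EC20 of TRH (10 nM final). Enhancement of the Gq-mediated intracellular calcium response was scored.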
Anesthetic bind: binds horse apoferritin like a general anesthetic. P02791. apoferritin/1-aminoanthracene competitive binding, fluorescence. Potency, µM (doses to about 77.5 µM), without a hit: at the top dose activity change, negative = displacement, most hits filed as inhibitors. actives 0.074% (n = 350,000); note: potency is the fitted concentration of half-maximal effect; % is set by controls: 0 for no effect and ±100 for the full control effect; nearly all actives have a fitted effect of over 20% in size
Target sequence (P02791 2-175 limits assumed): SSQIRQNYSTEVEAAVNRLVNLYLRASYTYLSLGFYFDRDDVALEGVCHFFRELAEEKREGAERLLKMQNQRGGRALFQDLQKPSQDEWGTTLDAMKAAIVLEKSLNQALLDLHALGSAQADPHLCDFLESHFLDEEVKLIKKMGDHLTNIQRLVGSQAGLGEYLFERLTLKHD
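Probe: 1-aminoanthracene (50% saturated, PBS). Protein: horse-spleen apoferritin, 10 uM. Incubation: 10 min, room temperature. Detection: 380 nm excitation, 535 nm emission. Analysis: normalized response, four-parameter Hill.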
D1 ag: human D1 receptor agonism; HEK293 T-REx D1 cells, calcium flux, agonist mode; activation, % at 2 µM; actives 1% (n = 360,000); AID 504660; in the data active = activation above about 30%; note: 0% is about no effect
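Tetracycline-induced HEK293 TREx D1 cells, force-coupled to calcium signalling, were dye-loaded with a no-wash calcium kit. Compound was pin-added after a 10 s baseline. Fluorescence was read kinetically at 1 cycle/s for 180 s, with calcium rises flagged as agonism.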
RXFP1 agonist: activates the human relaxin receptor RXFP1; Q9HBX9; HEK293T-RXFP1 cAMP TR-FRET, 30 min; response scale: percent of porcine relaxin response, buffer zero; Potency, µM (titrated, usually from 57.5 µM), for inactives: top-dose activation, actives largely listed as activators; actives 0.3% (n = 370,000); note: potency is the fitted concentration of half-maximal effect; % is set by controls: 0 for no effect and ±100 for the full control effect; nearly all actives have a fitted effect of over 60% in size; many of its hits are not listed in these tables
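HEK293T cells stably expressing RXFP1 were pretreated with the PDE4 inhibitor Ro 20174, exposed to compounds for 30 min at 37C, lysed, and cAMP was read by TR-FRET. Data normalized to buffer (basal) and 29 nM porcine relaxin (100%).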
RXFP1 antag: blocks the human relaxin receptor RXFP1. HEK293-RXFP1, relaxin-stimulated cAMP HTRF, 30 min; stronger effect = lower value. activity change, negative = inhibition, % at 57.5 µM. Q9HBX9. actives 0.59% (n = 350,000);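 active = activity change of -60% or lower, but not beyond a set lower limit; inconclusive = change between -60% and -40%, or beyond the set limit; inactive = change above -40%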; note: % is set by controls: 0 for no effect and ±100 for the full control effect
TRHR ag: agonists of human TRH receptor | actives 0.18% (n = 360,000) | P34981 | activation, % at 2 µM | AID 493084 | TRHR cells, calcium flux fluo-8, FDSS agonist mode; in the data active = activation above about 30%; note: 0% is about no effect
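TRHR-expressing cells loaded with fluo-8 calcium dye; 23 nL library compound pin-transferred, kinetic FDSS fluorescence (Ex 480/Em 530) recorded about 180 s for agonist-induced calcium release, before a 10 nM TRH EC20 addition for potentiator mode.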
D1 potentiator: human D1 dopamine receptor positive modulation | P21728 | HEK293 TREx D1 cells, calcium flux, dopamine EC20 potentiation | potentiation, % at 10 µM | actives 0.036% (n = 360,000) | AID 504651; in the data active = potentiation above about 30%; note: 0% is about no effect
Numbers without * were called inactive; ? = inconclusive; / = not tested or not shown; & = joins results of further samples; [ ] = remark or other dose. Unless noted, calls come from the whole dose curve; as a rule, active = well fitted curve in the direction sought with a large enough effect; inconclusive = small, poorly fitted or top-dose-only effect, or another doubt; inactive = no such curve, though single readings can be large; an effect the other way counts as inactive or inconclusive.

SMILES	D1 antag	D2 potentiator	TRHR PAM	Anesthetic bind	D1 ag	RXFP1 agonist	RXFP1 antag	TRHR ag	D1 potentiator
Cc1ccc(N2CC(C(=O)NC(C)CCc3ccccc3)CC2=O)cc1 (configuration not stated)	6	12	-6	-6%	3	0.1%	-8	-1.3	0
O=C(Nc1ccccc1C(F)(F)F)C1CCN(C(=O)Cc2ccccc2)CC1	1	/	18	-4%	2	1.9%	-7	-1.2	-3
O=C(CC1N=C2c3ccccc3N=C(SCC(=O)Nc3cccc(Cl)c3)N2C1=O)NCc1cccs1 (configuration not stated)	-12	-8	-13	-14%	8	2.7%	-17	2.1	-3
Cc1cc(C)cc(-n2c(C)cc(C(=O)C(=O)Nc3nnc(C)s3)c2C)c1	-10	3	-7	-7%	3	-1.2%	-8	-0.7	-2
COc1ccc(NC(=O)CSc2nc(C)cc(C)c2C(=O)Nc2ccccc2OC)cc1	-1	-7	7	-5%	0	2.0%	-5	-1.1	1
CS(=O)(=O)NC1CCN(Cc2ccccc2)CC1	1	-6	8	-4%	3	2.0%	17	0.5	-4
CS(=O)(=O)NCCCc1ccccc1	1	15	3	-10%	0	0.6%	-15	0.1	3
CC1CCN(C(=O)CSc2nnc(-c3cccnc3)n2C2CCCCC2)CC1	-1	0	-6	5%	1	1.2%	-5	0.1	0
COc1cccc(CNC(=O)c2ccc(-n3c(C)cc4c3CCCC4)cc2)c1	-10	5	3	-7%	-1	4.0%	-5	0.2	2
COc1ccc(-c2cc(C(=O)N3CCN(c4ncccn4)CC3)c3ccccc3n2)c(OC)c1	14	20	-8	-12%	3	0.2%	-1	0.2	2
COc1ccccc1CNC(=O)c1cc(-c2ccccc2)n(Cc2cc(C)no2)n1	4	15	-5	/	-1	-0.4%	/	-0.7	-4
CC(Oc1ccc2ccc(=O)oc2c1)C(=O)NCC1CCC(C(=O)O)CC1 (configuration not stated)	-1	13	-3	-4%	4	0.5%	/	0.1	1

Record cards, from the list above:
Listed for CS(=O)(=O)NC1CCN(Cc2ccccc2)CC1 : D1 antag = 1; D2 potentiator = -6; TRHR PAM = 8; Anesthetic bind = -4%; D1 ag = 3; RXFP1 agonist = 2.0%; RXFP1 antag = 17; TRHR ag = 0.5; D1 potentiator = -4
Listed for O=C(Nc1ccccc1C(F)(F)F)C1CCN(C(=O)Cc2ccccc2)CC1 : D1 antag = 1; D2 potentiator = /; TRHR PAM = 18; Anesthetic bind = -4%; D1 ag = 2; RXFP1 agonist = 1.9%; RXFP1 antag = -7; TRHR ag = -1.2; D1 potentiator = -3

Following part:
SMILES	D1 antag	D2 potentiator	TRHR PAM	Anesthetic bind	D1 ag	RXFP1 agonist	RXFP1 antag	TRHR ag	D1 potentiator
CC(=O)c1ccn(S(=O)(=O)c2ccc(Cl)cc2)c1	6	-9	-2	-14%	5	0.6%	2	-0.4	-3
O=C(Nc1cccc(C(F)(F)F)c1)c1cc(-c2cccs2)on1	-12	-21	23	-15%	12	1.2%	6	1.8	-8
COc1ccc(N2C(=O)C(Cl)=C(Oc3cccc(OC)c3)C2=O)cc1	-9	15	-6	-17%	0	0.5%	-17	0.5	-6
CN(C)CC(C)(C)CNC(=O)C1CCN(Cc2ccccc2O)CC1	1	-6	-2	-21%	1	1.4%	0	0.2	6
CCN(CC)S(=O)(=O)c1ccc(OC)c(NC(=O)CSc2cc(C)ccc2C)c1	-29	-14	-8	-7%	10	0.0%	6	0.9	-7
Cc1ccc(NC(=O)CN(CCc2ccccc2)S(C)(=O)=O)cc1	-2	9	6	-9%	5	-1.2%	-13	1.3	2
CCCn1ncc(CN2CCC(CO)(CC3CCCCO3)CC2)c1C (configuration not stated)	-7	-14	-3	-5%	5	-1.5%	-11	0.8	5
CC(=O)Nc1cccc(-c2nnc(SCC(=O)c3cc([N+](=O)[O-])ccc3Cl)o2)c1	-2	4	-10	2%	-1	-0.4%	/	-0.2	-3
COc1ccccc1CCc1nnc(CCC(=O)NCCOc2cccnc2)o1	-1	-17	-6	-2%	0	0.1%	-6	-0.4	-4
COc1ccc(/C=C/C(=O)N2CCCc3ccccc32)c(OC)c1	-3	20	5	9%	10	-0.7%	-6	-0.7	-8
Cc1ccc2nc3c(cc(C(=O)NCC4CCCO4)c(=N)n3C3CCCC3)c(=O)n2c1 (configuration not stated)	-2	-3	-3	153%[activator]	-1	25%	-10	-0.3	/
COc1cccc(-c2nc(CS(=O)CC(=O)N3CCN(c4cccc(C(F)(F)F)c4)CC3)c(C)o2)c1 (configuration not stated)	0	-1	0	-20%	1	-0.5%	-31	-1.0	-6
COc1ccc2cc(C#N)c(N3CCOCC3)nc2c1	-14	0	-1	6%	1	?	3	-0.6	-8
COC(=O)COc1ccc(-c2ccc(F)cc2)cc1C=O	-2	/	-4	?	3	-1.4%	12	3.8	-6
COCCNC(=O)CN(C(=O)c1ccc(N2CCCC2)nc1)c1ccccc1	-23	-2	6	-5%	0	-1.6%	9	0.5	-2
O=C(COC(=O)c1cc[n+]([O-])cc1)Nc1ccc([N+](=O)[O-])cc1	8	-2	24	-12%	1	2.8%	-2	0.3	-6
CSCC[C@H](NC(=O)NCCC1=CCCCC1)C(=O)O	1	5	12	-14%	0	0.5%	11	-1.5	2
CC(C)C[C@H](NC(=O)NCCC1=CCCCC1)C(=O)O	10	2	3	-17%	2	4.5%	12	0.8	-2
Cc1cccc(-n2ncc3c2CCCC3NC(=O)C2=CC(=O)CC(C)(C)O2)c1C (configuration not stated)	7	-19	-5	-11%	2	0.0%	-5	-0.5	-2
COCCc1nn2c(=O)cc(COC(=O)c3cccs3)nc2s1	5	14	-3	-10%	3	6.3%	6	0.6	-3
CC(Nc1nc(N2CCN(CCO)CC2)nc2ccccc12)c1ccccc1 (configuration not stated)	3	-14	-6	-10%	1	-1.5%	-15	1.6	-12
COc1cc(CNCC2CCCO2)ccc1OCC(N)=O (configuration not stated)	-9	0	1	-4%	3	0.3%	0	0.7	1
CNC(=S)NCCC(c1ccccc1)c1ccccc1	-1	7	-4	6%	-1	0.6%	-13	-0.2	-6
O=C(Nc1ccccc1N1CCCC1)C1=COCCO1	-8	1	17	/	0	-0.6%	6	1.0	-5
COc1ccc(OC(=O)CSc2nnc(-c3ccc(F)cc3)o2)cc1	6	-8	-5	-15%	1	1.7%	-2	0.1	0
Cc1ccc(N2CCN(C(=S)c3ccc(N(C)C)cc3)CC2)cc1	-11	-7	-5	-16%	1	0.2%	-3	-0.8	-4
O=C(NC(=S)Nc1ccccc1N1CCOCC1)c1ccc(-c2ccccc2F)o1	4	0	-2	0%	4	0.3%	-3	0.2	-1
OCCN1CCN(c2ncnc3sc4c(c23)CCCC4)CC1	-4	16	11	0%	3	12%	-6	0.4	2
O=C(c1ccco1)N1CCN(CCCCOc2ccc(F)cc2)CC1	-16	/	-1	-10%	14	2.7%	-9	0.1	-3
O=C(CN1C(=O)c2ccccc2C1=O)Nc1ccccc1C(=O)N1CCCC1	4	4	-7	-1%	1	1.1%	0	0.1	-9
CC(Oc1ccc(Br)cc1)C(=O)N(C)CC(=O)Nc1ccc(N2CCOCC2)cc1 (configuration not stated)	5	6	-1	/	3	0.7%	-32	0.2	1
O=C(CN1CCC(NC(=O)c2ccc(F)cc2)CC1)NCc1ccccc1F	-15	-8	-2	5%	-2	0.4%	0	0.0	-5
COc1ccc(S(=O)(=O)Nc2ccccn2)c(C)c1C	-5	1	-5	15%	1	?	-4	-0.1	5
Cc1ccn2c(Nc3ccccc3C)c(-c3ccncc3)nc2c1	10&1	1	0&4	-4%&-15%	1&1	1.9%&2.4%	-12	-1.2&-0.9	6&2
O=C(CC1SC(=O)NC1=O)Oc1ccc(/C=N/NC(=O)c2ccccc2O)cc1 (configuration not stated)	-24	-5	-5	-1%	4	0.4%	3	0.3	-4
COc1cccc(C(=O)Nc2nnc(S(=O)(=O)N3CCOCC3)s2)c1	-8&-3	7&7	0&-5	-11%&-12%	4&1	24%&-2.1%	8&-19	0.4&0.7	-3&2
N#Cc1c(SCC(=O)Nc2nc3ccccc3s2)sc2c(O)cc(=O)[nH]c12	-1	-5	2	/	3	4.2%	-27	0.5	-3
CCOc1ccc(NC(=O)c2ccc(S(=O)(=O)N3CCOCC3)cc2)cc1	-3	0	2	5%	2	-4.7%	-6	1.1	-2
COc1ccc(/C(C)=N/NC(=O)c2nc(C)cc(C)n2)cc1	4	14	5	-5%	-2	2.2%	6	-0.2	12
Cc1oc2cc(O)ccc2c(=O)c1Oc1ccc2ccccc2c1	-37*	/	-5	49%[activator]	5	-0.2%	-7	-0.4	-1
Cc1nc(SCC(O)CCl)c([N+](=O)[O-])[nH]1 (configuration not stated)	4	11	9	5%	3	-1.9%	-12	-0.3	-4
Cc1ccc2c(=O)c(C(=O)NCc3cccs3)c[nH]c2c1	2	-7	1	1%	2	-0.9%	-12	0.3	-7
CC(C)c1ccc(/C=C/C(=O)NC(=S)NN2CCOCC2)cc1	-14	6	-1	-15%	8	-1.6%	-8	-1.7	-3
COC(=O)CSc1n[nH]c(=S)s1	4	0	-2	-2%	2	0.6%	2	0.3	-2
S=C(Nc1ccc(-c2nc3ccccc3[nH]2)cc1)Nc1cccnc1	4	-6	-1	-2%	3	-0.9%	-4	0.1	-2
CCC[C@@H](CN[C@@H](CNC)[C@H](C)CC)NCC1CCC(C(C)(C)C)CC1 (some centres not stated)	15	8	20	-19%	5	2.5%	/	0.5	-3
NC(=O)Cn1nc([N+](=O)[O-])nc1Oc1ccc(Br)cc1	13	16	7	-3%	1	1.7%	-13	0.2	-2
CCc1cc(Cn2nc(-c3ccccc3)cc2C(=O)NCc2cccc(C(F)(F)F)c2)on1	6	-11	3	/	10	-1.4%	/	1.2	-5
COc1cc(-c2nc3ccc(C)cn3c2Nc2ccc3c(c2)OCCO3)ccc1O	-6	-3	12	-2%	0	6.9%	-8	-1.6	2
CCN1CCN(Cc2nnc(-c3ccccc3)o2)CC1	15	6	-4	0%	2	2.3%	9	0.0	0
COC(=O)c1cc(Br)c(=O)n(-c2ccccn2)c1	-14	-1	2	-5%	1	6.5%	-3	-0.1	2
CN(Cc1ccccc1)C(=O)COC(=O)c1ccc(-n2cnnn2)cc1	2	-11	-4	/	1	0.1%	-2	1.6	-2
O=C(CC(Nc1ccc(F)cc1)C(=O)O)c1ccccc1 (configuration not stated)	2	-4	2	-2%	2	2.0%	-6	0.6	1

This is a subset; rates above refer to the full screens.
